Vif-A3F inh: qHTS for Inhibitors of Vif-A3F Interactions: qHTS; HeLa A3F-eYFP + Vif (tagged APOBEC3F with the HIV-1 protein that degrades it), YFP fluorescence increase; Potency, µM (highest dose often 46.1 µM), without a hit: top-dose activity, negative = active; 390,000 compounds, 0.2% hits; AID 602313, 2012; note: potency is the fitted concentration of half-maximal effect; % of control where 0% means no effect; nearly all actives have a fitted effect of over 65% in size
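HeLa cells stably expressing A3F-eYFP plus Vif, plated and incubated overnight at 37 deg C, then exposed to compounds overnight at 37 deg C. Blocked degradation read as raised yellow fluorescence (Ex 488/Em 500-530).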
GRP78 ERSR act: qHTS for Inducers of the Endoplasmic Reticulum Stress Response (ERSR) in Human Glioma: qHTS | U87-MG GRP78 promoter luciferase reporter, 16 h | Potency, µM, for the others: at the top dose activation, actives largely listed as activators | 420,000 compounds, 0.02% hits; note: potency is the fitted concentration of half-maximal effect; series mostly up to about 76 µM; % of control where 0% means no effect; nearly all actives have a fitted effect of over 35% in size
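ERSR induction read as luciferase luminescence (Bright-Glo, 10 min at room temperature) in stably transfected human U87-MG glioma cells exposed to compounds for 16 h, using GRP78 as sensor.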
RXFP1 agonist: qHTS Assay for Agonists of the Relaxin Receptor RXFP1; Potency, µM (titrated, usually from 57.5 µM), for the others: top-dose activation, usual class: activators; AID 2676, 2010; 370,000 compounds, 0.3% hits; HEK293T-RXFP1 cAMP TR-FRET, 30 min; response scale: percent of porcine relaxin response, buffer zero; Relaxin receptor 1 (Homo sapiens), Q9HBX9; note: potency is the fitted concentration of half-maximal effect; % is set by controls: 0 for no effect and ±100 for the full control effect; nearly all actives have a fitted effect of over 60% in size; many of its hits are not listed in these tables
Target sequence (Q9HBX9 whole entry, looked up): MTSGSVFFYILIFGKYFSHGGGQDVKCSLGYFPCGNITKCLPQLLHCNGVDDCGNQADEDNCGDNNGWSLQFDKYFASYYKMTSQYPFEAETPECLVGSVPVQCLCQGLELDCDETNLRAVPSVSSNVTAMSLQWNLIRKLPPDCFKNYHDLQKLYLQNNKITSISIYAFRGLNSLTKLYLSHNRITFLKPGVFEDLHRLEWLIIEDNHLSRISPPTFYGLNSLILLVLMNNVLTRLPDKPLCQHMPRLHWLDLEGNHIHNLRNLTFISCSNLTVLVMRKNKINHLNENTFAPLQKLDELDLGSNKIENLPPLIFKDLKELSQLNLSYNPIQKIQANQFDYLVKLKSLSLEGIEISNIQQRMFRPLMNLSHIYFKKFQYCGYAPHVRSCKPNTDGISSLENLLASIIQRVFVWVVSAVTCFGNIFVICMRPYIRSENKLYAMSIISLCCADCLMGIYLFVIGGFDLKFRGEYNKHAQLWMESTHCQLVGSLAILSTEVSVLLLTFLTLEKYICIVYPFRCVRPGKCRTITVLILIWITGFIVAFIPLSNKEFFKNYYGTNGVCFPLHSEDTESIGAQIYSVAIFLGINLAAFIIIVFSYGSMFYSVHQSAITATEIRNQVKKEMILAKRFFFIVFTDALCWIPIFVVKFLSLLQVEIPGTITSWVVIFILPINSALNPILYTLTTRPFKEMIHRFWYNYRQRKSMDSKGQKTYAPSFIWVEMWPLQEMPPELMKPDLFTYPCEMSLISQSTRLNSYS
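Agonist response is measured as cAMP accumulation in an RXFP1-transfected HEK293T line under PDE4 inhibition. Values are scaled between buffer-only and 29 nM porcine relaxin, and EC50s come from standard Hill equation fits.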
D1 antag: Antagonist of Human D 1 Dopamine Receptor: qHTS. HEK293 TREx D1 cells, calcium flux, dopamine EC80; active compounds read low. activity change, negative = inhibition, % at 10 µM. 360,000 compounds, 3.2% hits; in the data active = activity change below about -30%; note: % is set by controls: 0 for no effect and ±100 for the full control effect
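Inducible Hek293 Trex D1 cells (tetracycline, overnight, 30 C). Calcium dye 30–90 min RT. Antagonist mode: EC80 dopamine added after 180 s compound read.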
D2 potentiator: HTS Assay for Positive Allosteric Modulators of the Human D2 Dopamine Receptor: Primary Screen for Potentiators. D(2) dopamine receptor (Homo sapiens), P14416. HEK293 T-REx D2, calcium flux, EC20 dopamine potentiation. potentiation, % at 10 µM. 340,000 compounds, 0.34% hits;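 active = potentiation over 3 SD above the plate norm, cut at about 30% in these data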; note: 0% is about no effect
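Tetracycline-induced Hek293 Trex D2 cells, force-coupled to calcium, loaded with no-wash calcium dye. Compound added with 180 s kinetic read for agonism, then EC20 dopamine and a further 180 s read for potentiation.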
RXFP1 antagonist: qHTS Assay for Antagonists of the Relaxin Receptor RXFP1; Relaxin receptor 1 (Homo sapiens), Q9HBX9; AID 1259400, 2018; HEK293-RXFP1, relaxin-stimulated cAMP HTRF, 30 min; active compounds read low; activity change, negative = inhibition, % at 57.5 µM; 350,000 compounds, 0.59% hits;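 active = activity change of -60% or lower, but not beyond a set lower limit; inconclusive = change between -60% and -40%, or beyond the set limit; inactive = change above -40%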; note: % is set by controls: 0 for no effect and ±100 for the full control effect
Vif-A3G inh: qHTS for Inhibitors of Vif-A3G Interactions: qHTS. DNA dC->dU-editing enzyme APOBEC-3G (Homo sapiens), Q9HC16. 410,000 compounds, 0.076% hits. HeLa A3G-eYFP + Vif (tagged APOBEC3G with the HIV-1 protein that degrades it), YFP fluorescence, overnight. Potency, µM (doses to about 46.1 µM), without a hit: top-dose activity, negative = active, most hits filed as inhibitors;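 note: potency is the fitted concentration of half-maximal effect; % is set by controls: 0 for no effect and ±100 for the full control effect; nearly all actives have a fitted effect of over 60% in size; hits raise eYFP signal because A3G escapes Vif-driven loss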
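HeLa cells stably expressing Vif and C-terminally eYFP-tagged A3G, seeded overnight at 37 deg C, then exposed to compound by pintool overnight at 37 deg C. Rise in yellow fluorescence (Ex 488/Em 500-530, Acumen) marks blocked Vif-driven A3G degradation.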
D1 potentiator: Potentiators of Human D1 Dopamine Receptor: qHTS; HEK293 TREx D1 cells, calcium flux, dopamine EC20 potentiation; D(1A) dopamine receptor (Homo sapiens), P21728; AID 504651, 2011; 360,000 compounds, 0.036% hits; potentiation, % at 10 µM; in the data active = potentiation above about 30%; note: 0% is about no effect
D1 ag: Allosteric Agonists of the Human D1 Dopamine Receptor: qHTS | D(1A) dopamine receptor (Homo sapiens), P21728 | HEK293 T-REx D1 cells, calcium flux, agonist mode | activation, % at 2 µM | 360,000 compounds, 1% hits; in the data active = activation above about 30%; note: 0% is about no effect
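Inducible HEK293 T-REx D1 cells, force-coupled to calcium signalling, were plated at 4000 cells/well with tetracycline and held overnight at 30 C. After no-wash calcium dye loading, compound-evoked calcium rise over 180 s flagged agonists.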
Active calls of the source: *; ? = inconclusive; · = not tested or not shown. Unless noted, calls come from the whole dose curve; as a rule, active = well fitted curve in the direction sought with a large enough effect; inconclusive = small, poorly fitted or top-dose-only effect, or another doubt; inactive = no such curve, though single readings can be large; an effect the other way counts as inactive or inconclusive. An excerpt; rates above refer to the full screens.

SMILES | Vif-A3F inh | GRP78 ERSR act | RXFP1 agonist | D1 antag | D2 potentiator | RXFP1 antagonist | Vif-A3G inh | D1 potentiator | D1 ag
CCOc1cc(C(=O)Nc2cc(C)ccc2OC)ccc1OCC(=O)N1CCCCC1 | -9% | 1% | 5.0% | 4 | 0 | 8 | -2% | -5 | 0
Cc1cccc(NC(=O)C2CCCN(S(=O)(=O)c3cccc4nonc34)C2)c1C (stereo not drawn) | ? | -1% | -0.1% | -4 | 12 | 5 | 0% | -3 | 3
CCC(=O)Nc1nc2nc(-c3ccccc3)cc(-c3ccccc3)n2n1 | -10% | -1% | 0.0% | 18 | 9 | · | -2% | -6 | 0
O=C(NCCO)c1cc2cc(Cl)cc(Cl)c2oc1=O | 2% | -3% | 4.3% | 30 | 3 | -9 | 1% | -4 | 2
C[C@H](CO)N1C[C@H](C)[C@H](CN(C)C(=O)Cc2ccncc2)Oc2ncc(Br)cc2C1=O | -5% | 0% | · | · | · | -2 | 0% | · | ·
Cc1ccccc1C(=O)NCC(=O)N1CCN(c2ccccn2)CC1 | -27% | -4% | · | · | · | 0 | 0% | · | ·
CCOC(=O)N1CCN(c2ccc(F)cc2[N+](=O)[O-])CC1 | -1% | -2% | 0.3% | -26 | -11 | 10 | 2% | 0 | 2
COc1cccc(CNC(=O)c2nnn(CC(=O)Nc3ccc(Br)cc3)c2N)c1 | 3% | -7% | -1.8% | 12 | -4 | 2 | -1% | -1 | 2
Cc1nc2ccc(S(=O)(=O)NCC(=O)N(C)Cc3ccco3)cc2s1 | 5% | -2% | 1.1% | 10 | · | -7 | 0% | 0 | 1
CCCn1c(SCc2ccccn2)nc2c1c(=O)n(C)c(=O)n2C | -1% | 0% | 9.2% | -1 | -1 | 24 | 0% | -1 | 1
O=C(C=Cc1ccccc1Cl)c1ccccc1 | 3% | ? | · | · | · | -31 | -22% | · | ·
Cc1ccc(C)c(N2CCN(c3nccn4nc(-c5ccc(Br)cc5)cc34)CC2)c1 | 0% | -2% | 1.7% | -3 | 7 | · | 3% | -1 | 7
CC(=O)NCCNC(=O)[C@H](Cc1ccccc1)NC(=O)c1cccs1 | -8% | -3% | 0.1% | -2 | -8 | 9 | 2% | -11 | 1
CC(C)COC(=O)NC1c2ccccc2Oc2ccccc21 | 6% | -5% | 0.1% | 12 | -8 | -6 | -2% | 3 | 1
O=C(OCC(=O)N1CCN(C(=O)c2ccco2)CC1)c1ccccc1OCc1ccc(Cl)cc1 | -6% | -1% | -0.3% | 3 | 1 | -28 | 1% | -8 | 7
Cc1sc2ncnc(SCc3ccco3)c2c1C | 2% | -3% | 4.2% | 0 | 2 | -3 | ? | 4 | 2
Cc1ccc(C(=O)Nc2cccc(C(=O)O)c2)cc1 | 4% | -17% | 1.8% | 15 | 14 | -4 | 1% | -8 | -1
CCc1ccc(C(=O)NNc2ccc(F)cc2)cc1 | 13% | 4% | -1.2% | -15 | -10 | 5 | -12% | -7 | 1
COc1cc(C(C)=O)ccc1OCC(=O)NCCCn1nc(C)cc1C | -11% | -3% | · | · | · | -28 | 1% | · | ·
O=C(CSc1ncccn1)Nc1ncc(C(F)(F)F)cc1Cl | 0% | -2% | 6.2% | -4 | -7 | -4 | 2% | -5 | 2
COc1ccc(NC(=O)CN(C)CC(=O)Nc2ccccc2SC)cc1 | -1% | 1% | 0.6% | 12 | -6 | -10 | -2% | -8 | 1
COc1ccc(-c2noc(CSc3nnc(-c4ccncc4)n3-c3ccccc3)n2)cc1 | 7% | -3% | -0.6% | 9 | -1 | · | 2% | 0 | 5
Nc1nccnc1C(=O)OCC(=O)NNC(=O)c1ccccc1 | -4% | -2% | 4.5% | -3 | 1 | -7 | 0% | 0 | 6
Cc1ccc(C(=O)CN2CCC(NC(=O)C3CCCCC3)CC2)cc1 | · | -4% | -1.4% | -7 | -4 | -19 | -4% | 2 | 3
CC(=O)c1ccc(NC(=O)CSc2cn(CC(=O)N3CCCCCC3)c3ccccc23)cc1 | 6% | -1% | -1.3% | -14 | -8 | 1 | 6% | -4 | 4

Entries of single compounds, looked up by structure. Order of screens: Vif-A3F inh	GRP78 ERSR act	RXFP1 agonist	D1 antag	D2 potentiator	RXFP1 antagonist	Vif-A3G inh	D1 potentiator	D1 ag
C[C@H](CO)N1C[C@H](C)[C@H](CN(C)C(=O)Cc2ccncc2)Oc2ncc(Br)cc2C1=O is entered as -5%	0%	·	·	·	-2	0%	·	·
Cc1cccc(NC(=O)C2CCCN(S(=O)(=O)c3cccc4nonc34)C2)c1C (stereo not drawn) is entered as ?	-1%	-0.1%	-4	12	5	0%	-3	3

Two compounds picked at random from the list so far, as already listed:
SMILES | Vif-A3F inh | GRP78 ERSR act | RXFP1 agonist | D1 antag | D2 potentiator | RXFP1 antagonist | Vif-A3G inh | D1 potentiator | D1 ag
CC(C)COC(=O)NC1c2ccccc2Oc2ccccc21 | 6% | -5% | 0.1% | 12 | -8 | -6 | -2% | 3 | 1
Cc1cccc(NC(=O)C2CCCN(S(=O)(=O)c3cccc4nonc34)C2)c1C (stereo not drawn) | ? | -1% | -0.1% | -4 | 12 | 5 | 0% | -3 | 3

(list continues)
SMILES | Vif-A3F inh | GRP78 ERSR act | RXFP1 agonist | D1 antag | D2 potentiator | RXFP1 antagonist | Vif-A3G inh | D1 potentiator | D1 ag
COc1ccc2c(c1)CCc1c(C(=O)Nc3ccccc3C(F)(F)F)noc1-2 | 3% | -1% | 0.5% | 3 | 19 | -7 | 0% | -1 | 5
COc1ccc(-c2cc(C(=O)N3CCN(c4ccccc4OC)CC3)no2)cc1OC | 5% | -2% | -3.3% | -25 | 10 | -13 | -1% | 0 | 3
COCCCNS(=O)(=O)c1ccc2c3c(cccc13)C(=O)S2 | -6% | -4% | -0.4% | 0 | 5 | 14 | -8% | -6 | 7
COc1ccc(CCNc2ccc(C)cc2)cc1 | -3% | -1% | -1.5% | 0 | 2 | -21 | -4% | -6 | -1
COc1ccccc1C1CC(c2c(-c3ccccc3)c3cc(Cl)ccc3[nH]c2=O)=NN1S(C)(=O)=O (stereo not drawn) | -5% | -6% | 0.3% | -6 | 1 | -1 | 4% | 2 | 13
Cc1ccc(NC(=O)c2ccc(F)c(S(=O)(=O)N3CCc4ccccc4C3)c2)cc1F | 2% | -4% | 0.6% | 3 | 7 | -9 | 10% | -1 | 4
C=CCOc1ccc(/C=C/C(C)=N\O)cc1 | 5% | 6% | 0.9% | 5 | 2 | -12 | 2% | -1 | 1
O=C(CSc1nnc(-c2cccs2)o1)c1cccs1 | -3% | 5% | 4.3% | -4 | 13 | -22 | 4% | -6 | 9
COc1cc(CNC2CCCCCCC2)cc(Cl)c1OCC(N)=O | 1% | 1% | -1.4% | 11 | -18 | -7 | -1% | -1 | 5
Cc1cc(NC(=O)C2CCN(S(=O)(=O)c3cccs3)CC2)no1 | 0% | -7% | 0.1% | -2 | 4 | 2 | 1% | 13 | 2
CC(=O)Nc1ccccc1-c1nc2ccc(C(=O)N3CCN(c4ccccc4)CC3)cc2[nH]c1=O | -6% | -1% | -0.2% | 20 | 15 | · | -2% | 1 | 1
O=C(CCC(=O)Nc1ccc(F)cc1)N/N=C/c1ccncc1 | 2% | -3% | -0.9% | -9 | 3 | -1 | 2% | 0 | 3
O=C(Nc1cc2c(cc1Br)OCCO2)c1ccco1 | 0% | 12% | -0.1% | 16 | -1 | 21 | -1% | -6 | 0
CCc1nc2sc3c(O)cc(=O)[nH]c3c2cc1C | 9% | 0% | -0.5% | 3 | 3 | 6 | -6% | 0 | 2
CCN1CCN(C(=O)/C=C/c2ccc(C)o2)CC1 | -7% | -3% | -0.6% | -10 | -10 | 8 | -2% | -14 | 8
CCOC(=O)/C(C#N)=C/c1cn(CCC(=O)O)nc1-c1ccc(OC)cc1 | 2% | -3% | 7.8% | 3 | 13 | -3 | 0% | -2 | 1
COc1cc([N+](=O)[O-])cc(/C=N/NC(=O)Cn2nccc2C)c1O | 1% | -8% | 1.5% | -1 | -5 | 4 | 0% | -6 | 1
O=C(CSC1c2ccccc2C(=O)N1c1ccccc1)N1CCOCC1 (stereo not drawn) | -5% | 1% | 1.0% | -3 | -11 | 24 | 2% | -6 | 2
COc1ccc(NC(=S)NCc2ccc(F)cc2)cc1 | -5% | -6% | -0.9% | -24 | · | 6 | 3% | -11 | 13
CCCCc1ccc(NC(=S)NCCc2ccc(S(N)(=O)=O)cc2)cc1 | 0% | -1% | 1.0% | -2 | 2 | -32 | 0% | -7 | 1
CCn1nnc(NC(=O)c2ccc(Br)o2)n1 | 4% | 3% | -1.2% | 2 | 4 | -16 | 0% | -3 | 0
CCOc1ccc(S(=O)(=O)N2CCN(c3ccc(Cl)c(Cl)c3)CC2)c2ccccc12 | 0% | 2% | 2.6% | 11 | 12 | · | -5% | 0 | 0
O=C1COc2ccc(C(=O)COC(=O)CCSc3ccc(Cl)cc3)cc2N1 | ? | 1% | 27% | -1 | -3 | -10 | -2% | 0 | 1

Shown as tab-separated lines: 3 of the compounds above
molecule	Vif-A3F inh	GRP78 ERSR act	RXFP1 agonist	D1 antag	D2 potentiator	RXFP1 antagonist	Vif-A3G inh	D1 potentiator	D1 ag
CCOC(=O)/C(C#N)=C/c1cn(CCC(=O)O)nc1-c1ccc(OC)cc1	2%	-3%	7.8%	3	13	-3	0%	-2	1
CCCCc1ccc(NC(=S)NCCc2ccc(S(N)(=O)=O)cc2)cc1	0%	-1%	1.0%	-2	2	-32	0%	-7	1
COCCCNS(=O)(=O)c1ccc2c3c(cccc13)C(=O)S2	-6%	-4%	-0.4%	0	5	14	-8%	-6	7
